ERAP1 HTS inh = inhibitors of human ERAP1 aminopeptidase; Q9NZ08; recombinant ERAP1, Leu-AMC fluorescence, 60 min; inhibition, % at 10.7 µM; 340,000 tested, 0.15% active; AID 652197;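 active means mean replicate inhibition of at least 30%, or all replicates individually reaching that 30% level; inactive means mean below 30% and not every replicate reaching it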;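 further: 0% = neutral control wells and 100% = L-leucinethiol positive control wells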
Target sequence (Q9NZ08 whole entry, looked up): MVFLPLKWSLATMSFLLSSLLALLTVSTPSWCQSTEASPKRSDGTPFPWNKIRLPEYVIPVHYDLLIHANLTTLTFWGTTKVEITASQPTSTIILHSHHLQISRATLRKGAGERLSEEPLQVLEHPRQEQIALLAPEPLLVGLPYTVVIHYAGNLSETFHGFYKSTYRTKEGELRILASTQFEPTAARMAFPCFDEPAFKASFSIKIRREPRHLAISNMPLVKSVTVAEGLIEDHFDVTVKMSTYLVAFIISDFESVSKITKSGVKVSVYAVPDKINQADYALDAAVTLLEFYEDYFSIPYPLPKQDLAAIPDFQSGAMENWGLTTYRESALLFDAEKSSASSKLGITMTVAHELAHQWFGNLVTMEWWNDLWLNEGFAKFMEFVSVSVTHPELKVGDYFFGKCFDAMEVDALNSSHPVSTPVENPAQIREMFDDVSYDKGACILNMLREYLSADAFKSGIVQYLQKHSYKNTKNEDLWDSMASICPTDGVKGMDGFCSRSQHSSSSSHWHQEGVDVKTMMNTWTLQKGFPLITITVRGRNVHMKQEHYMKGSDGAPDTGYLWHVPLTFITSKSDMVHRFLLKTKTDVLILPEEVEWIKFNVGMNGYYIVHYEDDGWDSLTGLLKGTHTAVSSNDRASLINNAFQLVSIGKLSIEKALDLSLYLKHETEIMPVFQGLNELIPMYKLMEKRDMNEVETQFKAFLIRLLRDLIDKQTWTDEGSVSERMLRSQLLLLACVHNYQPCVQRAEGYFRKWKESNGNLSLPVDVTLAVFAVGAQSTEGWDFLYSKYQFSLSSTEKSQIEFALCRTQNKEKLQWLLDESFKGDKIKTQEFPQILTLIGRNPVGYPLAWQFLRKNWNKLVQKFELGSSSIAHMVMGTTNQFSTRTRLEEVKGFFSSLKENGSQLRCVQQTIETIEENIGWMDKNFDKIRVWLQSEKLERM
PGC1a acetyl inh = modulators of PGC1a acetylation | 350,000 tested, 0.17% active | U2OS PGC1a acetylation, AlphaScreen anti-acetyl-lysine; with virally co-expressed GCN5 acetyltransferase | inhibition, % at 15.6 µM;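 active means every replicate shows inhibition of at least 40%; inconclusive means mean inhibition at least 40% but some replicate below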;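 further: 0% = neutral control wells and 100% = positive control wells; some results beyond the cut were filed as inactive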
PAX8 reporter = inhibitors of PAX8 transcriptional activity in RMG-I cells; RMG-I TPO-luciferase reporter, SteadyGlo, 24 h; inhibition, % at 12.6 µM; 360,000 tested, 1.2% active;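 active means mean replicate inhibition at least 60% with every replicate also reaching 60%; inconclusive means only one of the two criteria is met; inactive means mean below 60% and not all replicates reaching 60%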;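 further: luciferase light reporting Pax8 driven TPO promoter activity; plate controls were median of neutral control wells for no effect and mitoxantrone controls for full effect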
PglD inh = inhibitors of Campylobacter jejuni PglD acetyltransferase; inhibition, % at 12.5 µM; 360,000 tested, 0.098% active; purified PglD enzyme, DTNB colorimetric CoA detection; in the data active means inhibition above about 16%, passing the limit was not always enough; inconclusive means no clear call, values can overlap the other calls; further: strong numbers were not always called active
EWS-Fli inh = inhibitors of EWS/Fli oncoprotein transcriptional activity; 350,000 tested, 0.67% active; inhibition, % at 12.6 µM; A673 NR0B1-luciferase reporter, viability-normalised;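 active means mean inhibition of at least 50% after viability correction, with every replicate also passing that limit; inconclusive means mean reaches 50% but only one of two replicates passes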;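 further: firefly luciferase signal divided by Alamar Blue viability fluorescence both relative to DMSO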
S100A4 inh HTS = S100A4-myosin IIA interaction inhibition. P26447. S100A4/TAMRA-MyoIIA peptide fluorescence polarization. inhibition, % at 10.7 µM. 360,000 tested, 0.14% active. AID 652163;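 active means mean inhibition of at least 70% across replicates, with every replicate also reaching that level; inconclusive means mean inhibition reaches 70% but some replicates fall short; inactive means mean inhibition below 70%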
Target sequence (P26447 whole entry, looked up): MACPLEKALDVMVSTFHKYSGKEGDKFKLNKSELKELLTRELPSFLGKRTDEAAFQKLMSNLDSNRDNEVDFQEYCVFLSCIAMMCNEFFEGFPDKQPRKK
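Test system: S100A4 monomer protein. Medium: HEPES buffer with Ca2+, pH 7.2. Reagent: fluorescent myosin IIA peptide, 5 nM. Compound dosing: single-point compound testing. Timing: 5 min between mix addition and reading. Benchmarks: DMSO neutral and TFP positive wells.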
FN deposition inh = fibronectin deposition inhibition | AH1F fibroblasts, Alexa488-fibronectin deposition fluorescence, overnight | inhibition, % at 12.6 µM | 350,000 tested, 0.086% active;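 active means mean inhibition across replicates of 30% or more, regardless of how many single replicates reach that level; inconclusive means mean under 30% yet at least half of replicates reach 30%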;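 further: positive control wells lacked labelled fibronectin entirely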
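Assay system: AH1F fibroblast monolayer, labelled fibronectin deposition. Amount: 10000 cells per well. Also added: labelled fibronectin 24 nM. Compound: single-point pinned compound. Incubation: cell attachment 1 h, compound and FN exposure overnight. Detection: fluorescence after three HBSS washes, excitation 485 nm, emission 525 nm. Read-out: inhibition of fibronectin deposition signal.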
LGR2 antag = inhibitors of bursicon-induced Drosophila LGR2 receptor cAMP signaling. HEK293 LGR2, CRE-luciferase, bursicon-stimulated, 4 h. inhibition, % at 9.99 µM. 380,000 tested, 0.35% active. AID 720647;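 active means drop in luminescence signal, shown as inhibition above about 50% in the replicate tests, limit read from the data, passing the limit was not always enough; inconclusive means probably only some replicates passing the limit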;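 further: agonist challenge used bursicon conditioned medium at about half maximal strength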
Starred values were filed as active, the others as inactive; ? = inconclusive; nt = not tested or not shown.

SMILES	ERAP1 HTS inh	PGC1a acetyl inh	PAX8 reporter	PglD inh	EWS-Fli inh	S100A4 inh HTS	FN deposition inh	LGR2 antag
CNC[C@H]1Oc2c(NC(=O)NC(C)C)cccc2C(=O)N([C@@H](C)CO)C[C@H]1C	-3	5	-20	-1	nt	23	nt	10
COc1ccc(CN2C(=O)CN(C3CCCCCC3)C(=O)C2c2ccc(F)cc2)cc1 (centres undefined)	nt	-19	nt	2	nt	nt	-6	0
Cc1ccccc1-n1nnnc1SCC(C)C	11	0	-5	nt	-2	-6	nt	-9
O=C(C[C@H]1CC[C@H]2[C@@H](COC[C@@H](O)CN2C(=O)c2ccccc2)O1)N1CCc2ccccc2C1	1	3	9	-1	7	-13	0	-7
CCCCCCCCCn1ccc(=N)cc1	2	-18	?	1	40	0	4	32
COc1ccc(CNC(=O)CC2(CC(=O)O)CCCCC2)cc1	0	1	11	2	3	-6	6	1
CCC(=O)Nc1cccc(C(=O)/C=C/c2cccs2)c1	-3	2	-97	-9	-34	-4	-5	-34
Cn1nccc1NS(=O)(=O)c1ccc(NC(=O)C(F)(F)F)cc1	-5	-2	0	-1	9	-5	0	-4
COc1ccc(CNC(=O)CN(Cc2ccc(C)cc2)S(=O)(=O)c2ccc(Cl)cc2)cc1	nt	12	-4	-4	nt	nt	1	nt
COC(=O)c1cn(C(=O)c2ccc(C)cc2)c2ccccc12	0	2	-14	nt	2	3	-2	0
O=C(C[C@H]1C=C[C@H](NC(=O)c2cnccn2)[C@@H](CO)O1)NCc1ccccc1F	-3	-6	-2	0	11	0	-3	-12
COc1ccc(CC(=O)OCC(=O)NC(=O)NC23CC4CC(CC(C4)C2)C3)cc1	nt	1	-7	3	nt	nt	-5	nt
CCn1cc(CNC(=O)c2ccc(Cl)c([N+](=O)[O-])c2)c(C)n1	-1	nt	9	nt	21	-4	-3	2
CC(=O)C1C(c2cccc(F)c2)c2c(n[nH]c2C)CC1(C)O (centres undefined)	3	4	-4	nt	6	0	8	3
CN(Cc1c(F)cccc1Cl)C(=O)c1ccc2ccccc2n1	5	nt	-11	-1	-1	2	0	-2
CCOc1ccc2nc(SCC(=O)N(CC(C)C)c3c(N)n(Cc4ccccc4)c(=O)[nH]c3=O)[nH]c2c1	-3	-3	4	-3	0	-3	-1	-6
CN(C)CCNc1ncnc2c1sc1nc(-c3ccccc3)c3c(c12)CCCC3	-9	18	64*	0	45	-14	5	26
COc1ccc(OC)c(NC(=O)CCN2C(=O)c3ccccc3C2=O)c1	0	13	-3	4	-1	0	-5	-3
CCCc1cc(=O)oc2c(C)c(OCC(=O)N3C[C@H]4C[C@@H](C3)c3cccc(=O)n3C4)ccc12	10	5	nt	5	19	-4	nt	4
CC(=O)Nc1ccc(-c2cc3ccccc3o2)cc1	nt	-8	-219	-2	nt	nt	-1	nt
CC(=O)C1(O)CCC2C3CC(C)C4=CC(=O)CCC4(C)C3CCC21C (centres undefined)	-2	-30	15	0	8	2	-4	12
O=C1CC[C@@H](C(=O)O)N1	-2	0	-2	4	-1	7	nt	-114
O=C1c2cccc3cccc(c23)C(=O)N1c1ccccn1	2	nt	-8	-2	-7	-11	-10	15
Cc1nc2ccc(NC(=O)N3CCOCC3)cc2nc1C	nt	-2	14	-2	-6	-4	8	-5
COc1cc(C2/C(=C(\O)c3ccc4c(c3)CC(C)O4)C(=O)C(=O)N2Cc2ccco2)ccc1O (centres undefined)	2	-1	10	-3	12	-5	7	-3
C[C@H](CO)N1C[C@H](C)[C@@H](CN(C)S(=O)(=O)c2ccc(F)cc2)Oc2ccc(NC(=O)Nc3ccccc3)cc2CC1=O	-2	-25	58	2	9	-82	nt	9
c1cc(-c2ccc(N3CCOCC3)cc2)n2ccnc2c1	0	5	-102	1	-42	-9	4	-39
CC1Nc2ncnc(N3CCOCC3)c2N(Cc2ccccc2)C1=O (centres undefined)	-2	10	15	0	8	-4	0	30
O=C(NC1CCCCC1)c1ccc([N+](=O)[O-])cc1	0	7	-96	-1	-47	0	11	-21
C[C@@H]1CCCCO[C@@H](CN(C)CC2CCCCC2)[C@H](C)CN([C@@H](C)CO)C(=O)c2cc(NC(=O)CCCCCC(=O)Nc3ccccc3N)ccc2O1	1	-23	50	0	44	-29	-15	1
CC(=O)OC/C=C(\C)CCC=C(C)C	0	-6	nt	2	1	-2	nt	-2
C/C=C/c1ccc([C@@H]2[C@@H](CO)N(C(=O)CC)[C@H]2CNC(=O)CC)cc1	0	3	-10	-35	-10	2	nt	-13
Cc1cc(CNC(=O)CC2C(=O)NCCN2Cc2ccccc2C(F)(F)F)nn1C (centres undefined)	1	-2	12	-7	6	8	-32	-3
O=C(NC1CCS(=O)(=O)C1)c1ccc(S(=O)(=O)N2CCCCC2)cc1 (centres undefined)	0	nt	8	3	-8	-4	-3	nt
CC(=O)c1cccc(NC(=O)CCCOc2ccc(C)cc2)c1	0	-10	6	6	-5	4	-14	-15
CC(C)CNC(=O)CN(c1cccc(Cl)c1)S(C)(=O)=O	3	nt	17	4	-7	2	-5	-16
O=C(C[C@H]1C=C[C@H](NC(=O)CC2CC2)[C@@H](CO)O1)NCC(F)(F)F	-2	1	nt	-1	nt	-1	-5	-20
C[C@H](CO)N1C[C@H](C)[C@@H](CN(C)C(=O)Cc2ccccn2)Oc2ncc(-c3ccc(F)cc3)cc2C1=O	-5	-14	19	-1	4	-7	-8	-5
CCC(C)/C(C)=N/NC(=O)CSc1nc2ccccc2[nH]1 (centres undefined)	-2	nt	26	nt	11	-22	0	-2
C[C@H]1CN([C@@H](C)CO)C(=O)c2cc(C#Cc3ccccc3)cnc2O[C@@H]1CN(C)S(=O)(=O)c1ccccc1F	9	3	17	-2	8	2	8	30
CNC[C@H]1Oc2ccc(NC(=O)CCCN(C)C)cc2C(=O)N([C@@H](C)CO)C[C@H]1C	0	-11	-14	4	9	10	-6	-3
Cc1cc(=O)[nH]c(SCC(=O)NCCc2ccccc2)n1	nt	11	nt	6	nt	nt	6	17
C[C@H]1CN([C@@H](C)CO)S(=O)(=O)c2ccc(C#CCC3CCCC3)cc2O[C@@H]1CN(C)Cc1ccc(C(=O)O)cc1	0	3	nt	7	11	-3	nt	nt
CC(C)CC(=O)N/C(N)=N/c1nc2ccccc2o1	2	1	-168	-8	-130	-2	-7	-100
COc1ccc(NC(=O)N(C)C[C@@H]2Oc3ccc(NC(=O)Nc4c(C)noc4C)cc3CC(=O)N([C@@H](C)CO)C[C@H]2C)cc1	-3	4	-16	0	-3	-65	-7	3
O=C(CCNC(=O)c1ccc([N+](=O)[O-])cc1)Nc1cccc(S(=O)(=O)N2CCCCC2)c1	nt	-7	22	1	12	3	-9	4
CC(=O)c1ccc(NC(=O)COC(=O)c2ccccc2Nc2ccccc2)cc1	nt	4	5	-3	nt	nt	-1	5
O=C(NCCc1ccccc1)C1CCC(=O)N(Cc2cccc(C(F)(F)F)c2)C1 (centres undefined)	2	nt	-1	-4	-11	2	-7	-9
C[C@@H]1CN([C@@H](C)CO)C(=O)c2cc(-c3ccccc3)cnc2O[C@H]1CN(C)Cc1ccccc1	3	-10	nt	0	5	4	13	-5
COc1ccc(-c2cc(C(=O)NCCCn3ccnc3)no2)cc1OC	nt	-3	12	2	nt	nt	-5	nt
CO[C@@H]1CN(C)C(=O)c2cc(NC(=O)c3cnccn3)ccc2OC[C@@H](C)N(CCc2ccccc2)C[C@@H]1C	1	2	-2	-5	4	-32	-5	11
O=C(CC1CC1)N1[C@H](CO)[C@H]2c3ccccc3N(S(=O)(=O)c3ccccc3F)C[C@H]21	-1	-9	-5	-2	-4	4	-6	-5
O=C(C[C@@H]1C=C[C@H](NC(=O)Nc2cc(F)ccc2F)[C@@H](CO)O1)NCc1ccccn1	-2	-3	-4	-2	-5	1	nt	0
CCCCN(C(=O)c1ccc([N+](=O)[O-])o1)c1c(N)n(CC(C)C)c(=O)[nH]c1=O	87*	6	4	3	2	-2	-3	18
O=C(CN1CCN(Cc2ccccc2)CC1)N/N=C/C=C/c1ccco1	nt	2	-3	nt	nt	nt	-1	12
CCOC(=O)CCc1c(C)c(C#N)c2[nH]c3ccccc3n2c1=O	nt	-9	4	-9	nt	nt	4	nt
Cc1cc(C(=O)Nc2ccc3c(c2)C(=O)N(C)[C@H]2CC[C@H](CC(=O)NCc4ccc(-c5ccccc5)cc4)O[C@H]2CO3)no1	-1	nt	47	-1	20	-6	-2	16
CCCN(CCO)Cc1ccc2ccccc2c1	0	-4	nt	-3	3	-2	nt	-4
O=C(Nc1ccc(F)cc1)N1[C@@H](CO)[C@@H]2c3ccccc3NC[C@@H]21	0	-1	8	-2	1	-19	-2	-9
COc1ccccc1S(=O)(=O)N(C)C[C@H]1OCc2ccccc2-c2ccccc2C(=O)N([C@@H](C)CO)C[C@H]1C	-2	2	-2	1	4	1	-5	8
COc1ccc(NC(=S)N2CCN(C/C=C/c3ccccc3)CC2)cc1	10	nt	13	nt	12	-1	2	10
CC1CCC2(CC1)NC(=O)N(CC(=O)c1ccc3c(c1)OCO3)C2=O (centres undefined)	1	-8	8	5	nt	-1	1	2
COc1ccc(C(=O)Nc2ccc3c(c2)OC[C@@H](C)N(C)C[C@@H](C)[C@@H](OC)CN(C)C3=O)cc1	nt	nt	9	0	3	nt	6	0

Compounds listed so far that have an aryl methoxy group, in the order listed:
SMILES	ERAP1 HTS inh	PGC1a acetyl inh	PAX8 reporter	PglD inh	EWS-Fli inh	S100A4 inh HTS	FN deposition inh	LGR2 antag
COc1ccc(CN2C(=O)CN(C3CCCCCC3)C(=O)C2c2ccc(F)cc2)cc1 (centres undefined)	nt	-19	nt	2	nt	nt	-6	0
COc1ccc(CNC(=O)CC2(CC(=O)O)CCCCC2)cc1	0	1	11	2	3	-6	6	1
COc1ccc(CNC(=O)CN(Cc2ccc(C)cc2)S(=O)(=O)c2ccc(Cl)cc2)cc1	nt	12	-4	-4	nt	nt	1	nt
COc1ccc(CC(=O)OCC(=O)NC(=O)NC23CC4CC(CC(C4)C2)C3)cc1	nt	1	-7	3	nt	nt	-5	nt
COc1ccc(OC)c(NC(=O)CCN2C(=O)c3ccccc3C2=O)c1	0	13	-3	4	-1	0	-5	-3
COc1cc(C2/C(=C(\O)c3ccc4c(c3)CC(C)O4)C(=O)C(=O)N2Cc2ccco2)ccc1O (centres undefined)	2	-1	10	-3	12	-5	7	-3
COc1ccc(NC(=O)N(C)C[C@@H]2Oc3ccc(NC(=O)Nc4c(C)noc4C)cc3CC(=O)N([C@@H](C)CO)C[C@H]2C)cc1	-3	4	-16	0	-3	-65	-7	3
COc1ccc(-c2cc(C(=O)NCCCn3ccnc3)no2)cc1OC	nt	-3	12	2	nt	nt	-5	nt
COc1ccccc1S(=O)(=O)N(C)C[C@H]1OCc2ccccc2-c2ccccc2C(=O)N([C@@H](C)CO)C[C@H]1C	-2	2	-2	1	4	1	-5	8
COc1ccc(NC(=S)N2CCN(C/C=C/c3ccccc3)CC2)cc1	10	nt	13	nt	12	-1	2	10
COc1ccc(C(=O)Nc2ccc3c(c2)OC[C@@H](C)N(C)C[C@@H](C)[C@@H](OC)CN(C)C3=O)cc1	nt	nt	9	0	3	nt	6	0
